# CCR6 antagonist: blocks CCL20-driven beta-arrestin recruitment at human CCR6 | inhibition, % at 20 µM | actives 0.49% (n = 340,000) | P51684 | CHO-K1 CCR6 PathHunter beta-arrestin, luminescence, CCL20-stimulated;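 active = compounds whose inhibition of the agonist-driven luminescence signal at 20 µM reaches about 50%, limit read from the data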;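 note: cells stimulated with CCL20 at 14 nM final; plate controls were DMSO with CCL20 for no effect and DMSO without agonist for full effect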
# Gli-Sufu antag: blocks Gli-Sufu signaling in a luciferase reporter; inhibition, % at 5 µM; Sufu-KO-LIGHT fibroblasts, Gli luciferase reporter luminescence; actives 0.74% (n = 340,000); AID 588413;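 active = inhibition above about 55%, limit read from the data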;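 note: 0% = DMSO-treated cells and 100% = wells with medium but no cells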
# EBI2 antag: antagonists of human EBI2 receptor; P32249; EBI2 beta-arrestin recruitment, luminescence, 7a,25-OHC stimulated; inhibition, % at 5 µM; actives 0.81% (n = 360,000); AID 651636; in the data active = inhibition above about 38%;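 note: enzyme fragment complementation signal reports receptor beta-arrestin coupling in cells; 0% = agonist plus DMSO wells and 100% = wells without agonist; some results beyond the cut were filed as inactive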
# A3G deaminase: inhibitors of human APOBEC3G DNA deaminase. Q9HC16. inhibition, % at 20 µM. actives 0.28% (n = 330,000). recombinant A3G, ssDNA deamination FAM/TAMRA fluorescence. AID 493012;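 active = inhibition of at least 40% at 20 µM, with no more than 30% in the related APOBEC3A deaminase screen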;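 note: plate controls were DMSO wells with A3G for no effect and wells lacking A3G enzyme for full effect; some compounds called inactive have numbers as strong as hits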
# Target sequence (Q9HC16 whole entry, looked up): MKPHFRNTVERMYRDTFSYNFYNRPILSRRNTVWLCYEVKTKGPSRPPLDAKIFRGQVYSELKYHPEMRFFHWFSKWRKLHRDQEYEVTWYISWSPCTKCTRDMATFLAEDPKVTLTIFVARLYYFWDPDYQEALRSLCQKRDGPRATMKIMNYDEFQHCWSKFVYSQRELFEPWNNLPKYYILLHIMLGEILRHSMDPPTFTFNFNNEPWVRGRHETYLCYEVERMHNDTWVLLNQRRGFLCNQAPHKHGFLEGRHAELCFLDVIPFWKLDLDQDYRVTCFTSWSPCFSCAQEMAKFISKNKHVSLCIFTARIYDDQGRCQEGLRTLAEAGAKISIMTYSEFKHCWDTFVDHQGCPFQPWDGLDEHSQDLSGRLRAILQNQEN
# MPTP inh: blocks calcium-induced mitochondrial swelling. isolated mouse mitochondria, Ca2+ swelling absorbance, 30 min. inhibition, % at 10 µM. actives 1.4% (n = 360,000);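 active = inhibition of 50% or more, scaled per plate between neutral and stimulator controls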;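 note: 0% = DMSO wells given calcium and 100% = 1 mM EGTA wells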
# A3A deaminase: human APOBEC3A DNA deaminase inhibition | recombinant A3A, FAM/TAMRA ssDNA deamination fluorescence | actives 0.41% (n = 330,000) | inhibition, % at 20 µM | P31941 | AID 493011;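 active = at least 40% inhibition at 20 µM here, with at most 30% in a related deaminase screen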;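 note: plate controls were A3A with DMSO for no effect and wells lacking A3A enzyme for full effect; some results filed as inactive read as strong as hits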
# Target sequence (P31941 whole entry, looked up): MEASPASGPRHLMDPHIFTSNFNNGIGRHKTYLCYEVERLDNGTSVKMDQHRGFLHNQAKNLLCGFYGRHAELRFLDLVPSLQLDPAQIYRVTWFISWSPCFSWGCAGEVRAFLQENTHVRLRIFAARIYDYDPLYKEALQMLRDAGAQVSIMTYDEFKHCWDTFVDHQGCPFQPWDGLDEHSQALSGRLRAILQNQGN
# CXCR6 inh: blocks human CXCR6 beta-arrestin recruitment; O00574; CHO-K1 PathHunter CXCR6 beta-arrestin, luminescence; inhibition, % at 20 µM; actives 0.36% (n = 360,000); AID 602244; in the data active = inhibition above about 34%, passing the limit was not always enough;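 note: antagonist mode with CXCL16 agonist at 10 nM final; 0% = 10 nM CXCL16 with DMSO and 100% = unstimulated wells without agonist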
# Target sequence (O00574 whole entry, looked up): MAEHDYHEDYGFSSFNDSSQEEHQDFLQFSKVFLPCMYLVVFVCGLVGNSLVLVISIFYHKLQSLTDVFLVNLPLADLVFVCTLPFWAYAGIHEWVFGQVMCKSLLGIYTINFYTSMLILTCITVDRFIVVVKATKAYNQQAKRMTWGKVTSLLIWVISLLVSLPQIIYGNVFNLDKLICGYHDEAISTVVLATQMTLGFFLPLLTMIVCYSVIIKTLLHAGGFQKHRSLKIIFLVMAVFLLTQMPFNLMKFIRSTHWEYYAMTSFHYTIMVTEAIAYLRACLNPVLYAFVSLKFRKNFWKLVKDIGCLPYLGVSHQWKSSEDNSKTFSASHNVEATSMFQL
# GRIN3A LBD mod: modulators (binders) of human NR3A ligand-binding domain | NR3A LBD differential scanning fluorimetry, Tm shift; 0% = protein alone, 100% = glycine-bound protein | Tm shift relative to glycine control, % at 25 µM | actives 2.5% (n = 340,000) | AID 1259313;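 active = melting temperature shift of at least 10% of the positive control shift, at one fixed dose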
# * marks the source's active call; other numbers are inactive results; / = no result given.
SMILES,CCR6 antagonist,Gli-Sufu antag,EBI2 antag,A3G deaminase,MPTP inh,A3A deaminase,CXCR6 inh,GRIN3A LBD mod
Cc1ccc(C(=O)OCC(=O)Nc2cccc(Cl)c2C)c(O)c1,6,-7,-5,-4,2.3,4,-4,0
O=C(CCNS(=O)(=O)c1ccc(Br)cc1)NCc1ccc2c(c1)OCO2,-8,0,3,-4,-3.1,3,0,2
Cn1c(SCC(=O)NC2CCCCC2)nnc1-c1cc2ccccc2o1,12,-13,-4,2,-1.9,8,-9,0
Cn1c(Cn2cnc(Cl)c2Cl)nc2ccccc21,6,2,-8,0,1.2,0,-2,0
CCn1c(Cc2ccc(OC)cc2)nc2ccccc21,19,28,6,-2,-1.8,-2,8,0
COCCCn1c(SCC(=O)N(C)C)nnc1-c1ccccc1,-20,4,2,-6,-1.5,0,-1,0
Cc1cc(C)c(C(=O)OCC(=O)NCc2cccs2)c(C)c1,5,2,-7,-2,-0.6,0,-15,5
O=C(NCO)c1cccnc1,-3,5,-2,/,0.2,/,-1,0
CC(=O)C1CCC2C3CCC4=CC(=O)CCC4(C)C3(F)C(O)CC12C (centres undefined),7,9,-3,/,1.2,/,-7,-1
CSC[C@H](NC(=O)COc1cc2c(c3oc(=O)c(C)c(C)c13)CCC(C)(C)O2)C(=O)O,5,8,0,-1,-0.2,1,-1,1
Cc1cccc(OCc2nnc(SCC(=O)NC3CCCCC3)n2C)c1,16,14,-4,2,0.5,-3,3,-3
O=S(=O)(c1ccc(Br)cc1)N1CCN(c2ccccc2)CC1,9,8,1,-5,0.0,-9,-4,2
CCc1nnc(NS(=O)(=O)c2ccc(NC(=O)c3ccc(Br)cc3)cc2)s1,4,/,-5,-6,2.6,-6,0,-7
CCNC(=S)N1CCN(CCN2C(=O)c3cccc4cccc(c34)C2=O)CC1,-1,-3,1,-7,-0.9,3,2,-2
O=C(Nc1nc(COc2ccccc2)cs1)C1CCC1,12,-14,-9,1,-1.1,0,-3,2
CC(C)(C)OC(=O)N1CCC(Cc2cc(-c3cccc(Br)c3)no2)(C(=O)O)CC1,-6,5,-7,-4,-1.7,-6,3,-3
CCCn1c(-c2cccnc2Cl)nc2cc(Cl)c(Cl)cc21,-4,7,2,-4,0.7,-2,6,-1
CN(c1nc(-c2ccccc2)cs1)C1CCS(=O)(=O)C1 (centres undefined),-5,-20,3,1,1.1,6,1,-1
CC(C)CCOC(=O)C(C)Sc1n[nH]c(=O)[nH]c1=O (centres undefined),8,-2,-6,-1,1.1,1,1,-2
C=CCNC(=O)NC(=O)COC(=O)c1ccccc1Sc1ccc(C(F)(F)F)cc1[N+](=O)[O-],3,1,4,-4,2.5,-1,2,-8
CC(=O)c1cc(Cl)ccc1OC(=O)c1ccco1,6,4,-15,-4,1.8,-1,6,-1
COc1ccc(OCC(=O)Nc2ccc(C)cc2)cc1,13,8,7,-4,0.5,3,-8,-15
Cn1nc(C(=O)NCC2COc3ccccc3O2)c2ccccc2c1=O (centres undefined),12,-1,3,-6,-1.1,-1,8,0
Cc1cccc(C)c1NC(=O)CSc1nnc(NC(=O)CN2CCOCC2)s1,10,-26,-3,-5,-0.8,3,8,2
CCOC(=O)C1CCN(C(=O)CN(c2ccc3c(c2)OCCO3)S(=O)(=O)c2ccccc2)CC1,13,-5,2,-8,-1.0,-1,-1,2
O=C1NCCN1Cc1cccc(Cl)c1,9,-8,9,3,-3.3,3,4,1
CCc1c(C)nc(N2CCN(c3ccc(Cl)cc3)CC2)[nH]c1=O,-5,15,-4,-7,1.1,-4,-2,1
CC(C)C[C@@H](CN1CCCC1CN1C(=S)NC[C@@H]1Cc1ccc(O)cc1)N1C[C@H](Cc2ccccc2)N(CC2CCCCC2)C1=S (some centres undefined),10,28,26,/,1.2,/,12,9
Cc1ccc(C(=O)N/C(=C\c2ccco2)C(=O)NCCCn2ccnc2)cc1,-8,-9,-15,6,-0.9,5,-5,-1
CC(O)c1nc2ccccc2n1C/C=C/c1ccccc1 (centres undefined),3,4,-11,2,1.1,5,4,2
COc1ccc(CCn2c(S)nc3ccccc3c2=O)cc1,4,6,4,-3,3.6,0,-9,-2
CC(Oc1ccc(Cl)cc1Cl)C(=O)NCCC1=CCCCC1 (centres undefined),9,0,13,-3,5.5,2,-2,-5
COC(=O)c1sc(NC(=S)NC(=O)c2ccccc2C)nc1C,8,-18,-6,0,2.1,-1,22,-9
Cc1cccc(-n2cnc(C(=O)N/N=C\c3ccc(Br)cc3)c2)n1,3,3,-7,-3,-0.6,12,-10,0
Cc1ccc(OCCNC(=O)CCc2nc3sc4c(c3c(=O)[nH]2)CCCC4)cc1,-2,1,-12,-9,2.4,0,-6,-2
Cc1c(N(C)S(=O)(=O)c2cccc(C(=O)NC(C)C)c2)c(=O)n(-c2ccccc2)n1C,6,-7,2,-5,-1.4,8,2,1
CN(C)CCN(Cc1cc2cc3c(cc2[nH]c1=O)OCCO3)C(=S)NCC1CCCO1 (centres undefined),-2,5,-2,-8,-0.5,3,-4,-2
Cc1cccc(NC(=O)c2nc[nH]c2C(=O)NCCCNC(=O)c2[nH]cnc2C(=O)Nc2cccc(C)c2)c1,-1,5,-35,-4,-0.4,-2,-9,12*
CC(=O)c1ccc(S(=O)(=O)Nc2cccc(-n3cnnn3)c2)cc1,5,-6,-11,22,0.7,43*,-1,0
OC(COc1ccc(CNCCc2ccccc2F)cc1)CN1CCCCC1 (centres undefined),2,11,9,-7,-1.0,0,6,2
CCN(CC)S(=O)(=O)c1ccc2c(c1)c(=O)c(C(=O)N1CCN(c3ccccn3)CC1)cn2C,7,8,1,-7,-0.1,-6,-8,-1
O=C(NC(=S)Nc1ccccn1)c1cc(-c2ccccc2)nc2ccccc12,19,-2,10,-5,8.1,-4,18,0
CC(C)(C)CN1C(=O)C(=O)NC[C@@H]1Cc1ccc(O)cc1,6,22,-6,-10,-1.3,-2,8,0
Cc1cc2c(=O)n(CC(=O)NCC(=O)N3CCN(Cc4ccccc4)CC3)cnc2s1,-18,-4,-10,-8,-3.7,-7,2,1
CC(C)Sc1ncnc2[nH]ncc12,6,-31,-4,/,0.2,/,-7,0
O=C(O)c1ccccc1SCc1nc2ccccn2c1Br,-7,6,-13,-1,2.3,4,4,0
COC(=O)c1c(N)n(-c2ccc(NC(C)=O)cc2)c2nc3ccccc3nc12,-15,2,-4,-3,0.1,-4,-3,1
CCOc1ccccc1C(=O)n1nc2nc(C)cc(C)c2c1N,-13,5,-3,-6,-0.6,-3,-4,-1
COC(=O)c1ccc(NC(=O)C2CC(=O)OC2c2ccccc2)cc1 (centres undefined),1,-2,0,1,3.3,4,3,-1
CN(C)c1oc(-c2ccco2)nc1C#N,3,3,4,-9,-1.2,-4,8,5

# Continued; it opens with the seven that closed the last part.
SMILES,CCR6 antagonist,Gli-Sufu antag,EBI2 antag,A3G deaminase,MPTP inh,A3A deaminase,CXCR6 inh,GRIN3A LBD mod
Cc1cc2c(=O)n(CC(=O)NCC(=O)N3CCN(Cc4ccccc4)CC3)cnc2s1,-18,-4,-10,-8,-3.7,-7,2,1
CC(C)Sc1ncnc2[nH]ncc12,6,-31,-4,/,0.2,/,-7,0
O=C(O)c1ccccc1SCc1nc2ccccn2c1Br,-7,6,-13,-1,2.3,4,4,0
COC(=O)c1c(N)n(-c2ccc(NC(C)=O)cc2)c2nc3ccccc3nc12,-15,2,-4,-3,0.1,-4,-3,1
CCOc1ccccc1C(=O)n1nc2nc(C)cc(C)c2c1N,-13,5,-3,-6,-0.6,-3,-4,-1
COC(=O)c1ccc(NC(=O)C2CC(=O)OC2c2ccccc2)cc1 (centres undefined),1,-2,0,1,3.3,4,3,-1
CN(C)c1oc(-c2ccco2)nc1C#N,3,3,4,-9,-1.2,-4,8,5
Cc1ccc(S(=O)(=O)N2CCCCC2)cc1NC(=O)c1ccncc1,-2,-4,-2,-5,-2.5,-1,-3,0
COc1ccccc1CNC(=O)COc1ccc(S(=O)(=O)N2CCCC2)cc1,13,-27,8,-8,-1.7,-3,3,1
COc1ccc(CN(C(=O)CSc2nnc(-c3ccccc3C)o2)c2ccc(F)cc2)cc1,11,-1,5,-7,1.3,1,-12,-1
CCOc1cc(NC(=S)NC)c(OCC)cc1NC(=O)c1cccs1,0,0,-1,-1,2.2,-7,15,2
O=C(N/N=C/c1cc([N+](=O)[O-])cc(Br)c1O)C12CC3CCC(CC(C3)C1)C2,32,-1,13,-2,84*,3,17,0
Cc1cc(C)n(S(=O)(=O)c2cc(Cl)ccc2Cl)n1,2,4,-2,-2,0.2,-2,0,-1
CC(=O)c1cc2c(cc1F)C(C)(C)CCC2(C)C,20,9,-1,/,1.1,/,-8,-1
Cc1ccc(C)c(NC(=O)COC(=O)c2ccc3c(c2)OCO3)c1,-1,34,-11,-4,2.0,0,10,1
O=C(NCc1ccncc1)C(=O)C1C(=O)Nc2ccccc21 (centres undefined),7,0,-4,-4,0.0,-1,1,1
CCC(C)NC(=S)N1CCN(Cc2ccc3c(c2)OCO3)CC1 (centres undefined),-5,-4,-6,-7,0.9,-4,-3,-2
COc1cc(/C=C(/C#N)C(=O)Nc2ccccc2)ccc1OCc1ccc(C(=O)O)cc1,6,-11,-8,-5,2.0,-4,1,0
O=C1NN(c2ccc(F)cc2)C(=O)/C1=C\C=C\c1ccco1,33,-5,-2,7,0.0,4,25,1
COCCN=c1scc(-c2ccco2)n1/N=C/c1ccc(O)c(O)c1O,9,6,10,70,0.9,51,6,-6
COc1ccc(-n2cc(CN(C)CCO)c(-c3cccc(F)c3)n2)cc1,-22,10,-10,-5,-1.3,-1,0,-2
CC1(C)C(=O)Nc2ccccc2N1C(=O)COC(=O)Cc1c(F)cccc1Cl,17,0,-3,-5,0.6,15,0,0

# Screening results (PubChem BioAssay)
